MC4R antagonist: antagonists of human melanocortin 4 receptor (MC4R); P32245; MC4R-expressing cells, MTII-stimulated cAMP, LANCE TR-FRET; inhibition, % at 6.5 µM; 360,000 compounds, 0.48% hits; AID 540295;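 active means inhibition above its plate's cutoff, the mean of tested wells on that plate plus 3 SD, cut at about 29% in these data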;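 further: 0% = Melanotan II alone and 100% = Melanotan II plus saturating MCL0020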
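Material: U2OS-MC4R stable cell line | Reagent: Melanotan II challenge after compound preincubation | Doses: One concentration, 6.5 µM nominal | Incubation: 30-min compound preincubation, 1-h Melanotan II challenge, 1-h detection, room temperature | Signal: TR-FRET cAMP assay | Replicates: One well per compound, no replicates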
ABHD5 PLIN5 PPI: inhibitors of human ABHD5-perilipin-5 interaction | Q00G26+Q8WTS1 | Split G. princeps luciferase complementation, luminescence, 4 h | inhibition, % at 4 µM | 360,000 compounds, 0.78% hits | AID 602281;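 active means inhibition above the mean inhibition across every tested compound plus 3 SD, cut at about 22% in these data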;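 further: 0% = DMSO only wells and the 100% control is not disclosed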
Cardio protect: modulators protecting cardiomyocytes from myocardial damage; protection from H2O2 cell death, % at 20 µM; AID 588492; 360,000 compounds, 0.63% hits; H9c2 cardiomyocytes, H2O2 injury protection, ATPLite, 2 h;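 active means compounds giving at least 50% protection of heart cells from peroxide-induced death in the single-dose screen, raw or plate-pattern-corrected value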;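 further: 0% = DMSO wells with peroxide and 100% = DMSO wells without peroxide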
NCOA2 inhibitor: human SRC2 (NCOA2) inhibition; Q15596; HEK293 GAL4-SRC2 luciferase reporter, luminescence; inhibition, % at 9 µM; 370,000 compounds, 0.17% hits; AID 651957;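 active means inhibition above the mean inhibition of all tested compounds plus 3 SD, set per campaign, cut at about 52% in these data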;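 further: 0% = DMSO treated cells and 100% = cells given Gossypol at 36 µM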
Target sequence (Q15596 whole entry, looked up, the tested form may be a part): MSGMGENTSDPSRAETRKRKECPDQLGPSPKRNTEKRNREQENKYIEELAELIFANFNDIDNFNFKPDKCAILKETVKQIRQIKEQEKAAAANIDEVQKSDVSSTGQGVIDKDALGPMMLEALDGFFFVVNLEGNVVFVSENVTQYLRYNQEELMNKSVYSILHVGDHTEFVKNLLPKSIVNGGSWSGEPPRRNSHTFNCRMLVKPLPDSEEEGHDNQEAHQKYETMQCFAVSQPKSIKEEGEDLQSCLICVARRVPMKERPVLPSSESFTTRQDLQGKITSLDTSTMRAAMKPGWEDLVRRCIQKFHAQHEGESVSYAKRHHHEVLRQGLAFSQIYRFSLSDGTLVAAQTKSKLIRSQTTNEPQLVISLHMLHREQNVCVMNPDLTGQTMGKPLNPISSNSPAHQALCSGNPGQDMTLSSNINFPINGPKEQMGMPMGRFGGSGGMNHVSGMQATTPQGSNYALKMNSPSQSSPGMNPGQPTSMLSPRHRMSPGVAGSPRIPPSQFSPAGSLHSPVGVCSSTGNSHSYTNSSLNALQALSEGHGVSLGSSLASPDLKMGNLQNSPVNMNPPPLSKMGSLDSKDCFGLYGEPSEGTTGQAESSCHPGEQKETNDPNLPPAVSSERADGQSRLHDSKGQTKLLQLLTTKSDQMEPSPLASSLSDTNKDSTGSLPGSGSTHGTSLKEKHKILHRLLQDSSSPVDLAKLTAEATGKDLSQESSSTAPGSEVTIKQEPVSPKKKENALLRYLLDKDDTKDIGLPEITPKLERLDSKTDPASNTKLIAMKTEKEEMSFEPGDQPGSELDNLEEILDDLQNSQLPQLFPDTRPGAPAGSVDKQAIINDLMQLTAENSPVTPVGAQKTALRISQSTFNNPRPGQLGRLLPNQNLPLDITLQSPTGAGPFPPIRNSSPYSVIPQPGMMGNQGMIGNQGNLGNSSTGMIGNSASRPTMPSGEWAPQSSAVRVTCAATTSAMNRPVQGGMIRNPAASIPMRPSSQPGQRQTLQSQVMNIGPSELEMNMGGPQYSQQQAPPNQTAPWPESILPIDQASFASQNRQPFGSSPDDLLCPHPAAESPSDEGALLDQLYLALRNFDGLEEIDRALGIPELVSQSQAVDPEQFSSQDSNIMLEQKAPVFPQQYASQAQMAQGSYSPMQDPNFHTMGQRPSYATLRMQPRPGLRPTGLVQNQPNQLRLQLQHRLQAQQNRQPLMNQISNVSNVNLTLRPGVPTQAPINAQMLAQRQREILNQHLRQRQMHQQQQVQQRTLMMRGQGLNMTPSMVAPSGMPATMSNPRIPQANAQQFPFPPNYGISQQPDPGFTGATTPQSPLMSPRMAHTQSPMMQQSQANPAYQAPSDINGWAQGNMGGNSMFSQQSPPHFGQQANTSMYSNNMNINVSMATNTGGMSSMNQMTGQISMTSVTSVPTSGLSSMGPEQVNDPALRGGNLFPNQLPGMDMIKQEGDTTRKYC
ABCB6 inh 2: blocks the human ABCB6 transporter; Q9NP58; K562-ABCB6 porphyrin accumulation, flow cytometry, 1 h; hits give low values; fluorescence ratio to DMSO, % at 10 µM; 360,000 compounds, 0.19% hits; AID 602162;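 active means fluorescence ratio to DMSO below 75%, the collection mean minus 3 SD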;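 further: signal is porphyrin accumulated inside mitochondria; 100% equals median channel fluorescence of DMSO control wells; lower ratio means ABCB6 inhibition with less porphyrin fluorescence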
Glyco luc inh: blocks N-linked glycosylation in D54 reporter cells. D54 ERlucT glycosylation luciferase reporter, 24 h; percent of 100 nM tunicamycin response. reporter increase, % at 12.5 µM. 360,000 compounds, 0.23% hits. AID 588692;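 active means mean luciferase reporter signal, scaled so untreated is 0 and the glycosylation-blocking control 100, at or above a set limit in every replicate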;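 further: luciferase carries N-glycosylation sites so blocking glycosylation raises the light; 0% = median of neutral control wells and 100% = median of 100 nM tunicamycin wells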
NOD2-RIPK2 inh: blocks binding of human NOD2 to RIPK2 | CHO BLA complementation NOD2-RIPK2, CCF4 ratio | inhibition, % at 4.98 µM | O43353 | 360,000 compounds, 0.38% hits; in the data active means inhibition above about 21%;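 further: 0% = vehicle only and 100% = reference blocker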
m5-HT2A agonist: mouse HTR2A agonism via beta-arrestin recruitment | P35363 | CHO-K1 mHTR2A beta-arrestin complementation, luminescence; percent of 30 µM serotonin response | activation, % at 7.6 µM | 360,000 compounds, 0.66% hits | AID 624169;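 active means activation above a run cutoff, the mean activation of all tested compounds plus 3 SD, cut at about 14% in these data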;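 further: 0% = plate median of compound wells and 100% = 30 µM serotonin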
MC4R ag barr: human MC4R agonism via beta-arrestin. P32245. U2OS MC4R beta-arrestin complementation, luminescence; percent of melanotan II response, DMSO zero. 360,000 compounds, 0.98% hits. AID 540308. activation, % at 8.9 µM;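 active means activation above a per-plate cutoff, the mean activation of sample wells on that plate plus 3 SD, cut at about 8% in these data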
TLR9-MyD88 inh: blocks human TLR9 binding to MyD88 | Q9NR96+Q99836 | 340,000 compounds, 0.21% hits | CHO BLA complementation TLR9-MyD88, CCF4 FRET ratio | AID 504734 | inhibition, % at 4.98 µM;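 active means inhibition above the mean over all tested compounds plus 3 SD, cut at about 21% in these data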;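 further: 0% = DMSO only wells and 100% = clavulanate BLA inhibitor control wells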
Numbers without * were called inactive; / = no result given. The list is partial; the hit share may differ from the screen's.

SMILES | MC4R antagonist | ABHD5 PLIN5 PPI | Cardio protect | NCOA2 inhibitor | ABCB6 inh 2 | Glyco luc inh | NOD2-RIPK2 inh | m5-HT2A agonist | MC4R ag barr | TLR9-MyD88 inh
O=C1NC(=Nc2ccccc2)S/C1=C\c1cccs1 | -2 | -1 | -4 | -34 | 100 | 1 | -5 | -3 | -0.3 | -1
CC(=O)Nc1cc(-c2ccccc2)cn2c(-c3cccc(C(C)=O)c3)cnc12 | 6 | 9 | 51* | -43 | 96 | -6 | -3 | 1 | 21* | /
COc1ccc(CCNC(=O)COC(=O)c2ccc(OC)cc2OC)cc1 | 1 | 2 | -1 | 2 | 100 | -1 | -12 | -9 | -0.4 | -3
C#CCNc1c2c(nc3ncnn13)CC(C)CC2 (configuration not stated) | 11 | 1 | -3 | -27 | 93 | 3 | 6 | 2 | 0.4 | 2
O=S(=O)(c1ccc(-c2ccon2)s1)N1CCN(CCN2CCOCC2)CC1 | 7 | -7 | 2 | -37 | 100 | -1 | 5 | -3 | -1.3 | -7
C=C(C)CN(CC)C(=O)CC1C(=O)NCCN1C (configuration not stated) | 10 | 3 | -10 | 0 | 98 | 0 | 7 | 1 | -0.1 | 8
CCOC(=O)C1=C(CC)Nc2ccccc2N=C1NC(=O)c1ccc(C)c(S(=O)(=O)N2CCOCC2)c1 | 3 | 1 | 47 | 3 | 95 | 4 | 4 | -6 | -1.2 | -11
CCCCCCCN1CCC(=O)N([C@H](CO)Cc2ccccc2)CC1 | 11 | 1 | -11 | -15 | 105 | 0 | 3 | -8 | -0.5 | 5
CNC(=O)c1ccccc1NC(=O)c1ccco1 | 4 | 1 | 1 | -16 | 117 | 2 | 4 | 1 | -2.0 | 2
Cc1ccc(C2NC(=O)NC(O)(C(F)(F)F)C2C(=O)c2cccs2)o1 (configuration not stated) | 5 | 9 | -6 | 3 | 86 | 0 | -12 | -1 | 3.8 | 0
COc1ccc(/C(O)=C2\C(=O)C(=O)N(c3cc(C)on3)C2c2ccccc2OC)cc1C (configuration not stated) | 7 | -9 | 14 | -4 | 110 | -1 | -2 | 4 | -0.5 | 5
O=C(Nc1ccccc1C(=O)O)C1=NN=CC1 | 10 | 2 | -4 | -7 | 96 | -2 | -2 | 10 | -0.2 | -9
COCCNC(=O)C1(C)CCCN(CCS(=O)(=O)c2ccc(C)cc2)C1 (configuration not stated) | 0 | 5 | -2 | 15 | 92 | 0 | -1 | 1 | 1.2 | /
O=C(Nc1nc(-c2ccc(Cl)cc2)cs1)c1cccnc1 | 1 | -7 | -1 | -13 | 92 | 3 | -5 | -2 | -2.7 | 10
CC(C)N1C(=O)C2C(C(=O)NC3CCCCC3)C3C=CC2(O3)C1C(=O)NC1CCCC1 (configuration not stated) | 7 | 0 | -6 | -2 | 98 | 1 | -14 | -1 | 0.3 | -19
CCCN(Cc1nnc(-c2ccccc2Cl)o1)C(=O)c1cc([N+](=O)[O-])cc([N+](=O)[O-])c1 | -2 | -3 | -5 | 5 | 98 | 3 | -8 | 6 | -0.2 | -3
COc1cccc(/C=N/n2nnnc2N)c1OCC#N | 4 | -5 | -2 | -8 | 100 | 3 | 6 | 3 | -2.7 | -1
Nc1ccccc1NC1CCCCC1 | 4 | 1 | -7 | 20 | 127 | -4 | -13 | -7 | -0.8 | -2
CCCCC(=O)Nc1ncc([N+](=O)[O-])s1 | -1 | 3 | -15 | -53 | 97 | 8 | 3 | 1 | -0.5 | 8
CCSc1ccccc1C(=O)NCCc1ccccc1 | 8 | 9 | 1 | -17 | 99 | -1 | -7 | 1 | -2.9 | 1
Cn1nc(C(=O)Nc2nc3ccc(S(C)(=O)=O)cc3s2)ccc1=O | -10 | -7 | 0 | -18 | 86 | -1 | -6 | 10 | 3.3 | 4
Cc1ccc(NC(=O)N2CCN(S(=O)(=O)c3ccccc3)CC2)cc1 | 6 | -12 | 6 | -6 | 102 | -1 | 1 | -4 | -3.0 | -11
CCOc1ccc(/C=N/N2C(C)CCCC2C)cc1 (configuration not stated) | -1 | -1 | -4 | -40 | 97 | -2 | -5 | 17* | -2.2 | -13
Cc1nn(Cc2cccc3ccccc23)c(C)c1NC(=O)c1cccnc1 | -4 | 6 | -9 | -30 | 97 | 1 | -6 | 4 | 0.1 | 6
CC1=CC2=NC(=O)/C(=C/c3coc4ccccc4c3=O)C(=N)N2O1 | 0 | 0 | 0 | -14 | 104 | 2 | 4 | 3 | -1.9 | /
CN(C)S(=O)(=O)c1cccc(C(=O)OCC(=O)Nc2ccccc2OC(F)F)c1 | 4 | -2 | -5 | 22 | 143 | 2 | -1 | -1 | -0.5 | 0
Cc1cccc(C)c1-n1nnnc1C(C)(C)N1CCN(N=O)CC1 | 6 | 1 | -8 | 25 | 99 | 0 | 6 | 3 | 0.0 | -7
CCOC(=O)C1CCN(S(=O)(=O)c2ccc(Br)c(OCC)c2)CC1 | 8 | 9 | -19 | -26 | 91 | 0 | 3 | 3 | -0.1 | 1
Cc1cc(-c2cccc([N+](=O)[O-])c2)nc2ccc3ccccc3c12 | 1 | 0 | -1 | 6 | 98 | 5 | -13 | 3 | 1.1 | -10
N#Cc1ccc(NC(=O)c2cc(S(=O)(=O)N3CCOCC3)ccc2N2CCCC2)cc1 | 8 | 5 | -3 | -32 | 106 | 4 | -1 | -6 | -2.1 | 0
COCCNC(=O)c1ccc2nc(Cc3ccc(OC)c(OC)c3)oc2c1 | 7 | 4 | 7 | -49 | 97 | -1 | 3 | 5 | -0.1 | 0
Cc1cc(C)n2nc(C(=O)NCc3ccco3)cc2n1 | 14 | 2 | 8 | -5 | 98 | 0 | -5 | 0 | 1.0 | -4
COc1ccc(C)cc1NC(=O)CN1C(=O)C(=O)N(C2CCCC2)C1=O | 0 | -8 | 9 | 11 | 90 | 2 | -15 | 8 | -3.8 | -11
Cc1ccc(OCCOC(=O)c2nc3nccc(C)n3n2)cc1 | 3 | 2 | 2 | -6 | 101 | 1 | -1 | -1 | -2.6 | -4
O=C(COC(=O)c1cc(Cl)ccc1O)Nc1ccccc1C(=O)NC1CC1 | 5 | 10 | 0 | 21 | 95 | -3 | -11 | -3 | 1.0 | -2
Cc1cc2cc(C=O)c(Cl)nc2cc1C | -25 | -1 | -4 | -35 | 100 | 3 | -1 | 2 | -0.6 | 14
CC(C)C(C(=O)NCc1ccccc1)N1CCN(C(=O)C2CCCO2)CC1 (configuration not stated) | / | -5 | / | -1 | / | / | -5 | -3 | / | /
CCCn1c(SCC(N)=O)nnc1C(C)C | 5 | -7 | 2 | -4 | 93 | 2 | -6 | 4 | 1.7 | 0
CCCn1c(N2CCN(CC(=O)c3c(C)n(C)c4ccccc34)CC2)nc2c1c(=O)[nH]c(=O)n2C | 2 | 0 | 27 | 1 | 82 | 3 | -6 | -5 | -1.4 | 7
O=C(NCc1cccnc1)c1ccc(COc2ccccc2Br)o1 | 3 | 10 | -5 | 7 | 99 | 0 | -11 | -2 | -1.9 | 3
Cc1cccc(C(=O)NNS(=O)(=O)c2ccc(F)cc2)c1 | 3 | -4 | 2 | 7 | 103 | 0 | -2 | -1 | -2.0 | -2
CC(C)C[C@H]1COc2cccc(N3CCC[C@@H]3CO)c2S(=O)(=O)N1 | / | -8 | / | -30 | 98 | / | -19 | -1 | / | /
CCOc1cc(C)ccc1OCc1nnc(SCC(=O)Nc2cccc(C(=O)O)c2)n1-c1ccccc1 | 6 | 1 | 7 | 10 | 111 | 3 | 6 | 3 | 0.0 | 2
Cc1cc(Nc2cccc(Cl)c2Cl)n2ncnc2n1 | 4 | -2 | 15 | -7 | 100 | 6 | -7 | -2 | 1.0 | 1
C/C(=N\NC(=O)Cc1c(C)[nH][nH]c1=O)c1ccc(Cl)c(Cl)c1 | 8 | 3 | 3 | 10 | 95 | 5 | -4 | 5 | -1.0 | -3
Cc1ccc(N(C)S(=O)(=O)c2csc(C(N)=O)c2)cc1C | 4 | 4 | -3 | -22 | 93 | 1 | -3 | 15* | -0.4 | 2
CSc1cccc(CNC(=O)C2CCC(=O)N(CC3CCCCC3)C2)c1 (configuration not stated) | -3 | 12 | 5 | -8 | 99 | 1 | 4 | 3 | -1.4 | -2
Cc1sc2nc(C3CC3)nc(SCC(=O)N3c4ccccc4CC3C)c2c1C (configuration not stated) | 2 | -2 | 3 | / | 93 | -12 | -2 | 1 | 2.1 | -8

Compounds above with two or more sulfur atoms:
SMILES | MC4R antagonist | ABHD5 PLIN5 PPI | Cardio protect | NCOA2 inhibitor | ABCB6 inh 2 | Glyco luc inh | NOD2-RIPK2 inh | m5-HT2A agonist | MC4R ag barr | TLR9-MyD88 inh
O=C1NC(=Nc2ccccc2)S/C1=C\c1cccs1 | -2 | -1 | -4 | -34 | 100 | 1 | -5 | -3 | -0.3 | -1
O=S(=O)(c1ccc(-c2ccon2)s1)N1CCN(CCN2CCOCC2)CC1 | 7 | -7 | 2 | -37 | 100 | -1 | 5 | -3 | -1.3 | -7
Cn1nc(C(=O)Nc2nc3ccc(S(C)(=O)=O)cc3s2)ccc1=O | -10 | -7 | 0 | -18 | 86 | -1 | -6 | 10 | 3.3 | 4
Cc1ccc(N(C)S(=O)(=O)c2csc(C(N)=O)c2)cc1C | 4 | 4 | -3 | -22 | 93 | 1 | -3 | 15* | -0.4 | 2
Cc1sc2nc(C3CC3)nc(SCC(=O)N3c4ccccc4CC3C)c2c1C (configuration not stated) | 2 | -2 | 3 | / | 93 | -12 | -2 | 1 | 2.1 | -8

The main list resumes; the two compounds before the break are reprinted first.
SMILES | MC4R antagonist | ABHD5 PLIN5 PPI | Cardio protect | NCOA2 inhibitor | ABCB6 inh 2 | Glyco luc inh | NOD2-RIPK2 inh | m5-HT2A agonist | MC4R ag barr | TLR9-MyD88 inh
CSc1cccc(CNC(=O)C2CCC(=O)N(CC3CCCCC3)C2)c1 (configuration not stated) | -3 | 12 | 5 | -8 | 99 | 1 | 4 | 3 | -1.4 | -2
Cc1sc2nc(C3CC3)nc(SCC(=O)N3c4ccccc4CC3C)c2c1C (configuration not stated) | 2 | -2 | 3 | / | 93 | -12 | -2 | 1 | 2.1 | -8
Cc1nc(SCC(=O)c2cccc([N+](=O)[O-])c2)n[nH]1 | 4 | 15 | 18 | 5 | 102 | 3 | -14 | 7 | 0.5 | -5
NC(=O)c1ccccc1OCC(=O)Nc1ccc2c(c1)OCCO2 | 10 | 10 | 29 | -35 | 102 | 1 | 1 | 1 | -0.8 | -2
Cc1ccc(/C=N/N2CCN(Cc3ccccc3)CC2)o1 | 1 | -6 | -3 | -3 | 94 | -1 | 6 | -6 | -1.2 | -2
CCNC(=O)CSc1nc2ccccc2c(=O)n1OC | 3 | 0 | 6 | -9 | 91 | 1 | 3 | 0 | -1.0 | -6
CCC1CCCCN1Cc1c(O)ccc2c(=O)c(-c3ccccc3)coc12 (configuration not stated) | 5 | 6 | 5 | -5 | 96 | -1 | 0 | -3 | -0.6 | -6
CC[C@H](C)NC(=O)CCCCCn1c(=S)[nH]c2c([nH]c3ccc(OC)cc32)c1=O | -7 | 13 | -1 | 2 | 93 | 2 | 0 | 6 | -0.1 | 8
